From PubChem
Anthrax LF inh2: inhibitors of Bacillus anthracis lethal factor protease; AID 588501; P15917; multiplex microsphere protease cleavage assay, LF; inhibition, % at 10 µM; 360,000 compounds, 0.12% hits; also: plate controls were buffer without enzyme for full effect and enzyme alone for no effect
SSB-PriA inh: inhibitors of Klebsiella pneumoniae PriA binding to SSB C-terminal tail | AlphaScreen SSBct-PriA binding, biotinylated peptide | inhibition, % at 33 µM | 430,000 compounds, 0.6% hits | AID 1272365; in the data active = inhibition mostly above about 37%, no sharp cut-off; inactive = mostly below about 20%;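 also: plate controls were negative control peptide for no effect and reference peptide for full effect; strong numbers were not always called active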
3CLpro inhibitor: SARS-CoV 3CLpro protease inhibition; recombinant SARS-CoV 3CLpro, quenched FRET peptide cleavage; 290,000 compounds, 0.14% hits; AID 1706; P0C6X7; inhibition, % at 6 µM; in the data active = inhibition above about 12%
BoNT-F LC inh: BoNT F light chain protease inhibition; AID 588497; 360,000 compounds, 0.22% hits; inhibition, % at 10 µM; Multiplex microsphere protease cleavage assay, flow cytometry; in the data active = inhibition above about 35%, passing the limit was not always enough; inconclusive = no clear call, values can overlap the other calls; also: plate controls were buffer without enzyme for full effect and enzyme alone for no effect
CCHF vOTU inh: CCHFV vOTU protease inhibition; Pep-AMC fluorescence; inhibition, % at 11.5 µM; 370,000 compounds, 0.55% hits; in the data active = inhibition above about 30%; also: 0% = vehicle wells with enzyme and 100% = no enzyme wells
BoNT A protease: blocks Botulinum neurotoxin A light chain protease; AID 588499; 360,000 compounds, 0.17% hits; multiplex microsphere protease substrate cleavage, flow cytometry; inhibition, % at 10 µM; also: plate controls were buffer without enzyme for full effect and enzyme alone for no effect
PrPC surface inh: inhibitors of human cell surface prion protein PrPC; 370,000 compounds, 0.43% hits; inhibition, % at 13.8 µM; P04156; TR-FRET read-out; in the data active = inhibition above about 24%; also: 0% = median of the test wells and 100% = reference compound wells
Rv3671c inh: inhibitors of M. tuberculosis serine protease Rv3671c; 320,000 compounds, 0.048% hits; P9WHR9; AID 2606; inhibition, % at 5.96 µM; in the data active = inhibition above about 38%;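 also: extracellular domain of Rv3671c used as enzyme; 0% = enzyme with DMSO and 100% = no enzyme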
Target sequence (P9WHR9 whole entry, looked up, the tested form may be a part): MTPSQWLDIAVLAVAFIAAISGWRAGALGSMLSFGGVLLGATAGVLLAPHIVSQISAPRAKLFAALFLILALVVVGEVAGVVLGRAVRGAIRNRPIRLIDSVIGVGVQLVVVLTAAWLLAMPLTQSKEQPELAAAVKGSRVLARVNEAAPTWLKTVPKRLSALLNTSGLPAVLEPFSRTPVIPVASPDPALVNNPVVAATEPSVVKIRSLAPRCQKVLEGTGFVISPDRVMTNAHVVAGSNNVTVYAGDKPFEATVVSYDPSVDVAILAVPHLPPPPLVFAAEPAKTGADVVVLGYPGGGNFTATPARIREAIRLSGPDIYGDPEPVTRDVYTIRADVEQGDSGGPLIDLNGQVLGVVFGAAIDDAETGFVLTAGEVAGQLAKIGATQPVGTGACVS
VHR inh abs: DUSP3 (human) phosphatase inhibition; 290,000 compounds, 0.52% hits; recombinant VHR phosphatase, pNPP absorbance; P51452; inhibition, % at 13.3 µM; in the data active = inhibition above about 50%; also: some compounds called inactive have numbers as strong as hits
Target sequence (P51452 whole entry, looked up): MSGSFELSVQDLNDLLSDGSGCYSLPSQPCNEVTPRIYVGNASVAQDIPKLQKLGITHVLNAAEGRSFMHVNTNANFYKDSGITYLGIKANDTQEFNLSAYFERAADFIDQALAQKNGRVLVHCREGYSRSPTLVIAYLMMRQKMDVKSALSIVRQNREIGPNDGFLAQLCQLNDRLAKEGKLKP
MazF activator: increases E. coli MazEF RNase cleavage of RNA | P0AE70 | FAM/BHQ RNA-DNA oligo cleavage fluorescence, 5 h | activation, % at 20 µM | 350,000 compounds, 0.32% hits; in the data active = activation above about 50%
Target sequence (P0AE70 whole entry, looked up): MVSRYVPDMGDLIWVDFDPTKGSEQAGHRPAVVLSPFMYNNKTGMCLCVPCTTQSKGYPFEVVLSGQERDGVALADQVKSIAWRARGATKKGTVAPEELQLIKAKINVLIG
* marks the source's active call; other numbers are inactive results; u = inconclusive; x = not tested or not shown. Rule as the data show it, unless noted: active = inhibition above about 30%; inconclusive = no clear call, values can overlap the other calls; inactive = below that. Not all compounds are listed, so the mix of outcomes need not match the whole.

SMILES | Anthrax LF inh2 | SSB-PriA inh | 3CLpro inhibitor | BoNT-F LC inh | CCHF vOTU inh | BoNT A protease | PrPC surface inh | Rv3671c inh | VHR inh abs | MazF activator
O=c1/c(=C/c2ccccn2)sc2n1CN(c1ccccc1)CN=2 | 0 | x | 1 | -3 | 6 | 0.7 | -15 | 0 | 10 | 3
CN(CC(=O)NCC1COc2ccccc2O1)S(=O)(=O)c1ccc(Cl)cc1 (centres undefined) | -1 | -9 | x | -5 | -12 | -0.1 | 1 | -4 | x | 14
CC(=O)c1c(C)nn(C(=O)N2CCOCC2)c1C | -1 | -4 | x | -4 | 29 | 0.1 | -2 | 5 | -17 | 6
O=C1COC(c2ccccc2)C2CCCCN12 (centres undefined) | -1 | -5 | 1 | 15 | -6 | 1.2 | 9 | 3 | -2 | -6
COc1ccc(/C=C/C(=O)c2cc3c(cc2N)OCO3)cc1 | -4 | 65 | 0 | -4 | -10 | -1.0 | 0 | 1 | 12 | 8
O=C(Nc1cccc2c1CCCC2)c1cc(C2CCCCN2S(=O)(=O)c2cccs2)on1 (centres undefined) | -11 | x | x | -3 | 2 | -0.1 | -1 | x | x | x
COc1ccc(OC)c(NC(=O)COC(=O)/C=C/c2c(C)nn(C3CCS(=O)(=O)C3)c2Cl)c1 (centres undefined) | 0 | -6 | -2 | -1 | -1 | 0.1 | -1 | 11 | -2 | 9
Cc1ccccc1-n1c(=O)cc(NCc2ccc3c(c2)OCO3)[nH]c1=O | -4 | 2 | 3 | -24 | 0 | -1.6 | 3 | -2 | 2 | 2
O=S(=O)(Nc1cccc(-n2cnnn2)c1)c1cc(Cl)ccc1Cl | -2 | -1 | -1 | 2 | 2 | 0.4 | 1 | -4 | -7 | 7
CC(C)NC(=O)COC(=O)c1ccc(S(=O)(=O)N2CCCC2)cc1 | 5 | -10 | 4 | -8 | 5 | -0.9 | -5 | -3 | 4 | 6
Cc1cccc(C)c1-n1nnnc1C1(C)CCC(=O)N1Cc1cccs1 (centres undefined) | -9 | x | x | -4 | 2 | -0.9 | -9 | x | x | x
CCN(C(=O)CSc1nc(-c2cccs2)nc2ccccc12)C1CCS(=O)(=O)C1 (centres undefined) | -3 | 5 | x | 2 | -20 | 1.1 | -12 | 1 | x | 1
C[C@H]1[C@H](C)CC[C@]2(C)CC[C@]3(C)C(=CC(=O)C4[C@@]5(C)CC[C@H](O)C(C)(C)C5CC[C@]43C)[C@H]12 (some centres undefined) | -8 | -1 | x | 8 | 10 | -0.3 | 9 | -7 | x | -5
Cc1ccc(C(=O)OCC(=O)Nc2ccc(C)c(S(=O)(=O)N3CCCCC3)c2)o1 | 3 | x | x | -1 | -2 | -0.3 | -3 | x | x | 9
COc1ccc(OC)c(C(=O)c2ccc([N+](=O)[O-])cc2)c1 | -6 | 35 | x | 10 | 1 | 0.4 | -38 | x | x | -7
CC(C)Oc1nc(-c2ccccc2O)nc2ccccc12 | -3 | -11 | 4 | -4 | -4 | -0.6 | 6 | 5 | 17 | 0
COc1ccc(NC2=CC(c3cccc(OC)c3)N(c3ccc(OC)cc3)C2=O)cc1 (centres undefined) | -2 | 20 | 0 | 1 | 13 | -0.2 | 10 | 9 | -1 | -11
Cc1nc2sccc2c(=O)n1-c1cccc(Cl)c1 | -16 | -7 | 0 | 2 | 2 | -0.8 | 6 | -3 | 20 | 0
O=C(c1cccc([N+](=O)[O-])c1)N1CC2C3C=CC(C3)C2C1 (centres undefined) | -2 | -19 | 9 | -8 | -9 | -1.2 | -7 | -6 | -21 | -4
FC(F)Oc1ccc(/C=N/c2c(-c3ccc(OC(F)F)cc3)nc3n2CCS3)cc1 | -5 | x | 1 | -5 | 4 | -0.9 | -9 | -1 | -9 | 8
COc1ccc2cc3c(N)nn(C(=O)c4ccc(F)cc4)c3nc2c1 | -3 | -9 | 0 | -8 | 13 | 1.4 | 0 | -21 | 25 | -16
O=C(NCCO)OC1CC2CC1[C@H]1CCCCN1C2=O (some centres undefined) | -9 | x | x | -1 | 1 | 0.2 | -2 | x | x | x
COc1ccc(N2CCOCC2)c(NC(=O)COc2cccc(C)c2)c1 | -2 | -3 | 2 | 8 | 3 | 1.8 | 6 | -3 | 25 | -4
Cc1cccc(C(=O)OCc2cc(=O)oc3c(C)c(C)ccc23)c1O | 4 | -7 | -3 | 2 | x | 1.1 | x | -3 | 16 | 16
CCCCNS(=O)(=O)CCNCc1ccccc1OC | -1 | -20 | x | -6 | 0 | -0.3 | -3 | x | x | 10
Cc1ccc(C(=O)NCCn2ccc3ccccc32)cc1[N+](=O)[O-] | 1 | 11 | 2 | -4 | -12 | 3.5 | -8 | 0 | 8 | 1
O=C1CCCC(O)=C1N=Nc1cccc(C(=O)O)c1 | -3 | 4 | -2 | -3 | 14 | -1.2 | -39 | -1 | 13 | 5
CCOC(=O)c1c(NC(=O)C2CCCO2)sc(C(=O)OC(C)(C)C)c1C (centres undefined) | 0 | -8 | 3 | -2 | 25 | -0.5 | 4 | -2 | 11 | 5
O=S(=O)(c1ccccc1)c1nc(-c2cccs2)oc1NCCCn1ccnc1 | -9 | 3 | 7 | u | 8 | -2.2 | -12 | -6 | -1 | 6
COc1ccc(OC)c(N(CC(=O)Nc2ccccc2C(=O)NCc2ccco2)S(C)(=O)=O)c1 | -4 | 10 | -1 | 2 | 0 | -1.2 | 0 | -3 | 14 | 2

Another view of three compounds above:
SMILES	Anthrax LF inh2	SSB-PriA inh	3CLpro inhibitor	BoNT-F LC inh	CCHF vOTU inh	BoNT A protease	PrPC surface inh	Rv3671c inh	VHR inh abs	MazF activator
CC(=O)c1c(C)nn(C(=O)N2CCOCC2)c1C	-1	-4	x	-4	29	0.1	-2	5	-17	6
COc1ccc(/C=C/C(=O)c2cc3c(cc2N)OCO3)cc1	-4	65	0	-4	-10	-1.0	0	1	12	8
O=C(c1cccc([N+](=O)[O-])c1)N1CC2C3C=CC(C3)C2C1 (centres undefined)	-2	-19	9	-8	-9	-1.2	-7	-6	-21	-4

(further entries)
SMILES | Anthrax LF inh2 | SSB-PriA inh | 3CLpro inhibitor | BoNT-F LC inh | CCHF vOTU inh | BoNT A protease | PrPC surface inh | Rv3671c inh | VHR inh abs | MazF activator
COc1cc(/C=N/NC(=O)CC#N)cc(Br)c1O | -8 | x | 4 | -7 | -16 | -0.7 | -2 | -10 | -8 | -6
COc1ccc(CCNc2c([N+](=O)[O-])c(=O)oc3ccccc23)cc1OC | 2 | -22 | 0 | -2 | 5 | -0.4 | -8 | -7 | 24 | -1
Fc1ccc(-c2cnc[nH]2)cc1 | -1 | -4 | 2 | -1 | -9 | 0.4 | 5 | 7 | -28 | -5
COc1ccc(CC(=O)N2CCC(C)(C(=O)NS(=O)(=O)C3CC3)C2)cc1OC (centres undefined) | -4 | x | x | 6 | -16 | -0.4 | 2 | x | x | x
Cc1ccc(S(=O)(=O)N(C)C)cc1NC(=O)C(C)OC(=O)c1cc[n+]([O-])cc1 (centres undefined) | x | -10 | x | x | -2 | x | 0 | 3 | x | 0
COc1ccccc1NC(=O)CN(c1ccccc1)S(=O)(=O)c1ccccc1 | -13 | -7 | -1 | -5 | 8 | -6.5 | 4 | -2 | 10 | 1
Cc1cc(C)nc(/N=C2\NC(=O)CC(C(=O)O)N2c2ccc(Cl)cc2)n1 (centres undefined) | -1 | x | 1 | -5 | -3 | 0.1 | -4 | -5 | 19 | 0
Cc1cc(C(=O)CSc2n[nH]c(N)n2)c(C)n1-c1cccc(F)c1 | -4 | 15 | -4 | -9 | 6 | -2.7 | 4 | 12 | 16 | 6
Cc1cc(OCC(=O)N2CCC(C(=O)O)CC2)c2c(C)cc(=O)oc2c1 | -4 | -8 | -5 | -1 | -30 | -0.4 | -2 | 2 | 12 | -7
COc1ccc(-c2ncccc2O)cc1 | 0 | 2 | -3 | -7 | -13 | 0.3 | 0 | 2 | 4 | 7
CC1(NC(=S)Nc2ccc(NC(=S)NC3(C)CCS(=O)(=O)C3)cc2)CCS(=O)(=O)C1 (centres undefined) | -1 | 2 | 0 | -3 | -9 | -0.1 | -8 | 0 | 27 | 0
CC(=O)NC(c1ccc2ccccc2c1)c1ccc2cccnc2c1O (centres undefined) | -14 | 9 | -3 | -6 | 0 | -1.1 | 38* | 13 | 6 | 3
COC(=O)/C(C#N)=C\c1c(OC)[nH]c2ccccc12 | 26 | -11 | 4 | u | 8 | 4.5 | 1 | -2 | 13 | 6
Cc1ccccc1NC(=O)c1ccc(CN2CCc3ccccc3C2)cc1 | 0 | 3 | 3 | -6 | 4 | 0.3 | 1 | -5 | 13 | 3
Cc1cc(OCCCCNC(C)C)cc(C(C)C)c1 | 1 | -2 | 3 | 1 | 8 | 1.2 | -6 | 9 | 7 | 2
COc1ccc(CNS(=O)(=O)NCc2ccc(C)cc2)cc1OC | -1 | 4 | 4 | -1 | -7 | 0.0 | 5 | -15 | 12 | -3
O=C(NCc1ccncc1)C(=O)NCc1ccncc1 | 0 | 3 | 3 | -3 | -4 | -1.0 | 1 | 4 | 26 | 13
CCOc1ccc(S(=O)(=O)NCCC(=O)NCC(c2ccco2)N2CCCCC2)cc1 (centres undefined) | -6 | -3 | x | 1 | -7 | -0.3 | 0 | -4 | x | -4
C[C@H](CO)N1C[C@H](C)[C@H](CN(C)C(=O)Nc2ccc(-c3cccs3)cc2)OCc2cnnn2CCCC1=O | -6 | x | x | 0 | -2 | 0.0 | -5 | x | x | 6
O=C(O)c1cc(C(=O)O)cc(N2C(=O)CSC2=S)c1 | 1 | 3 | -2 | -1 | 2 | -1.0 | -4 | -6 | -4 | -20
COC(=O)/C=c1/sc2n(c1=O)CCN=2 | -3 | x | 1 | 18 | 4 | 1.4 | -8 | 3 | 3 | 4
CCCCNC(=O)C(c1ccc(OCC(=O)OC)c(C(=O)OC)c1)N(CCOC)C(=O)CCCCCN1C(=O)NC(c2ccc(-c3ccccc3)cc2)C(C(=O)OCc2ccccc2)=C1C (centres undefined) | x | x | x | x | 11 | x | -5 | -11 | 0 | x
CC(NO)/C(=N\O)c1cccs1 (centres undefined) | -3 | x | 5 | 1 | 23 | 0.1 | -9 | -3 | 20 | 4
O=C(Cc1cnn(-c2ccccc2)c1)c1ccc(O)c(O)c1O | -22 | 0 | -2 | -10 | 10 | 0.3 | -7 | -33 | 45 | 12
O=C(Cn1c(NCCO)nc2ccccc21)NCC(F)(F)F | -7 | -4 | 2 | -6 | 14 | -1.6 | -2 | 14 | 11 | -1
CC1=C(C(=O)Nc2ccccc2C(=O)N2CCC(C)CC2)SCCO1 | -1 | 1 | -1 | 0 | 5 | -1.8 | -2 | 4 | 4 | 6
O=C(CN1C(=O)NC2(CCCC2)C1=O)OCCOc1cccc(Cl)c1 | x | -5 | x | x | 1 | x | 1 | -4 | x | 5
COc1ccc(C2Nc3ccccc3C(=O)N2c2ccc(C)cc2)cc1COc1ccccn1 (centres undefined) | -2 | -7 | 0 | -12 | -24 | -0.7 | 6 | -16 | 13 | 5
COc1cccc(NC(=O)c2cc3ccccc3o/c2=N\O)c1 | 0 | x | -2 | 8 | -2 | -0.1 | -7 | -23 | 10 | 2
O=C(Nc1ccc(Cl)c(S(=O)(=O)N2CCOCC2)c1)c1cccs1 | -2 | -5 | x | 0 | 2 | -0.3 | 0 | -1 | x | -19
CC(C)c1cccc(-c2csc(C(O)c3ccccc3)n2)c1 (centres undefined) | -9 | x | x | 4 | 8 | 0.1 | 2 | x | x | x
O=c1cc(O)nc(SCc2ccccc2)n1-c1ccc(Cl)cc1 | 1 | -9 | 4 | -11 | 4 | -0.6 | 16 | -39 | 4 | -2

Looked up by structure from above (2):
SMILES | Anthrax LF inh2 | SSB-PriA inh | 3CLpro inhibitor | BoNT-F LC inh | CCHF vOTU inh | BoNT A protease | PrPC surface inh | Rv3671c inh | VHR inh abs | MazF activator
COc1ccc(CNS(=O)(=O)NCc2ccc(C)cc2)cc1OC | -1 | 4 | 4 | -1 | -7 | 0.0 | 5 | -15 | 12 | -3
O=C(NCc1ccncc1)C(=O)NCc1ccncc1 | 0 | 3 | 3 | -3 | -4 | -1.0 | 1 | 4 | 26 | 13
